ERG Ets-DNA blk – ERG Ets/DNA interaction inhibition. P11308. Potency, µM (titrated, usually from 76.9 µM), inactives show top-dose FP activity, negative = inhibition, usual class: inhibitors. fluorescence polarization, His-ERG Ets domain / labelled DNA. AID 624246. hit rate 0.028% among 370,000; active means well fitted inhibition curve with a large enough effect in the polarisation, with a control signal flat; inconclusive means small, poorly fitted or top-dose-only effect, or effect the other way, or a change in a side signal; inactive means no such curve, though single readings can be large or run the other way; the % refers to the polarisation;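 further: polarization taken with two DNA probes labelled with fluorescein and Texas red; potency means the concentration at half of the fitted maximal effect; % of control where 0% means no effect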
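His-tagged ERG Ets domain (1 uM in the protein solution; 300mM KCl, 50mM Tris-HCl, 1mM EDTA, 1mM DTT, pH 7.5) received compound, then a probe mix of 5 nM fluorescein-DNA and 100nM Texas-615-DNA. Fluorescence polarization was read for both dyes.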
LDHA block – LDHA (human) enzyme inhibition | AID 1347041 | P00338 | purified LDHA, NADH/diaphorase-resazurin fluorescence; stronger effect = lower value | activity change, % (values are at about 110 or 230 µM) | hit rate 0.15% among 480,000; in the data active means activity change below about -30%; inconclusive means mostly about -25% to -30%;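 further: plate controls were DMSO wells for no effect and wells without enzyme for full effect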
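Human LDH5 at 2 nM final in Tris HCl pH 7.4 with 0.06 mM NADH and 0.2 mM pyruvate, reacted 5 minutes at room temperature. Remaining NADH coupled via diaphorase/resazurin; resorufin fluorescence read at 0 and 20 minutes, normalized to enzyme-free and DMSO wells.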
RGS4 inh – human RGS4 inhibition. AID 504845. hit rate 0.039% among 390,000. P49798. Transcreener GDP fluorescence polarization, RGS4-accelerated GTP hydrolysis. Potency, µM (highest dose often 114 µM), for inactives: at the highest dose activity change, negative = inhibition, actives largely listed as inhibitors; further: potency means the concentration at half of the fitted maximal effect; on the % scale 0 is the no-effect control and ±100 the full control effect; nearly all actives have a fitted effect of over 75% in size; some results filed as inactive show a strong effect at the top dose
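MLSMR compounds (23 nl, pin-transferred) preincubated 10 min at room temperature with a 500nM (2x) first reagent, then RGS4 at 900nM (2x) plus Transcreener GDP mix added; fluorescence polarization (620/688 nm) read before and after 90 min at 30 °C.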
D2 antag – antagonizes the human D2 dopamine receptor | HEK293 TREx D2 cells, calcium flux, dopamine EC80 | inhibition, % at 10 µM | hit rate 2% among 340,000; in the data active means inhibition above about 30%; further: 0% is about no effect
Target sequence (P14416 whole entry, looked up): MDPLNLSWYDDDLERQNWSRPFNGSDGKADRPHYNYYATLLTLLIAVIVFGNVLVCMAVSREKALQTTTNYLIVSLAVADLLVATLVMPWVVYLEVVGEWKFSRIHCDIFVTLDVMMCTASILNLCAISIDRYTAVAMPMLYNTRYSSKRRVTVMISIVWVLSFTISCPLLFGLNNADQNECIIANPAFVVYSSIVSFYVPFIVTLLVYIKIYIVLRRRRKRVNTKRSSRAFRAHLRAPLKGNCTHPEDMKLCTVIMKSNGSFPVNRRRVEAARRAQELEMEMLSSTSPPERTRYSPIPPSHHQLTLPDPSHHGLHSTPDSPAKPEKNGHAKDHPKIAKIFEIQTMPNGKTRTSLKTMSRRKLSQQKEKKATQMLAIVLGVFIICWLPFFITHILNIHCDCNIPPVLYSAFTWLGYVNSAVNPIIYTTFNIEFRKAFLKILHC
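Overnight-induced (tetracycline, 30 C) HEK293 T-REx cells carrying force-coupled D2 receive a no-wash calcium dye, then compound, then EC80 dopamine at 180 s; signals are read kinetically throughout.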
ALOX12 inh – ALOX12 (human) lipoxygenase inhibition; P18054; purified 12hLO, xylenol orange hydroperoxide absorbance; Potency, µM (series often up to 108 µM), inactives show at the highest dose activity change, negative = inhibition, actives largely listed as inhibitors; hit rate 1.1% among 580,000; further: potency means the concentration at half of the fitted maximal effect; on the % scale 0 is the no-effect control and ±100 the full control effect
Target sequence (P18054 whole entry, looked up): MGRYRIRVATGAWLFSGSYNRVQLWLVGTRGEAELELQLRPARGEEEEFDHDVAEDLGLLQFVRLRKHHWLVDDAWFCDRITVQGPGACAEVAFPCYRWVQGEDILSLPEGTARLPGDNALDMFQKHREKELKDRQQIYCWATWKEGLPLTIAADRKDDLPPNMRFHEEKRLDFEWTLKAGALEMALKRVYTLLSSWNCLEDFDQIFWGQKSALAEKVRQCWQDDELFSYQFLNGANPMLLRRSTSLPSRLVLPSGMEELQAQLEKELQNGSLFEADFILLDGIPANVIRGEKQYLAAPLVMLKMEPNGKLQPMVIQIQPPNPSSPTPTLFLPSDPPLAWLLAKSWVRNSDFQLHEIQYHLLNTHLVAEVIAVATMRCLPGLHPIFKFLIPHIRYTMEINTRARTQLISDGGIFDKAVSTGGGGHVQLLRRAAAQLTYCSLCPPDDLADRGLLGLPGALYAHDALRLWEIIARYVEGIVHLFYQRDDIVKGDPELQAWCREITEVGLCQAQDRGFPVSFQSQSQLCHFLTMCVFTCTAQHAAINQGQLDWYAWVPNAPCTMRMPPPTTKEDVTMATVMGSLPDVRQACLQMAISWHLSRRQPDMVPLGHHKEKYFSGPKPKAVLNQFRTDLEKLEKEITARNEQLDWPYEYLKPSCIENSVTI
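Purified human 12hLO at 150 nM in 25 mM Hepes, 0.01% Triton X-100, pH 7.0, preincubated 15 min at room temperature with compound. Reaction started with 40 uM arachidonic acid, 30 min at room temperature. Hydroperoxide measured by Fe-xylenol orange, 573/405 nm absorbance ratio.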
Vif-APOBEC3G blk – inhibitors of Vif-APOBEC3G interaction. AID 602310. HeLa A3G-eYFP + Vif (tagged APOBEC3G with the HIV-1 protein that degrades it), YFP fluorescence, overnight. Potency, µM (top dose mostly 46.1 µM), for the others: top-dose activity, negative = active, actives largely listed as inhibitors. hit rate 0.076% among 410,000;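 further: potency means the concentration at half of the fitted maximal effect; on the % scale 0 is the no-effect control and ±100 the full control effect; nearly all actives have a fitted effect of over 60% in size; hits raise eYFP signal because A3G escapes Vif-driven loss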
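HeLa cells stably expressing Vif and C-terminally eYFP-tagged A3G, seeded overnight at 37 deg C, then exposed to compound by pintool overnight at 37 deg C. Rise in yellow fluorescence (Ex 488/Em 500-530, Acumen) marks blocked Vif-driven A3G degradation.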
Vif-APOBEC3F blk – inhibitors of Vif-A3F interaction; HeLa A3F-eYFP + Vif (tagged APOBEC3F with the HIV-1 protein that degrades it), YFP fluorescence increase; Potency, µM (doses to about 46.1 µM), for the others: at the highest dose activity, negative = active; hit rate 0.2% among 390,000; AID 602313; further: potency means the concentration at half of the fitted maximal effect; % of control where 0% means no effect; nearly all actives have a fitted effect of over 65% in size
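HeLa cells stably expressing Vif plus C-terminally eYFP-tagged A3F were seeded, incubated overnight at 37 deg C, dosed with compound, incubated overnight again at 37 deg C. Yellow fluorescence (Ex 488/Em 500-530) reported blocked Vif-mediated A3F-eYFP degradation.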
D2 ag – agonists of human D2 dopamine receptor; P14416; HEK293 T-REx D2 cells, calcium flux agonist mode; activation, % at 2 µM; hit rate 0.53% among 340,000; AID 485358;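 active means activation over 3 SD above normal in the single-dose calcium agonist read, cut at about 30% in these data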; further: 0% is about no effect
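Tetracycline-induced HEK293 Trex cells with D2 receptor force-coupled to calcium signaling, plated overnight at 30 C and loaded with no-wash calcium dye. Calcium flux read kinetically for 180 s after compound addition; responses flag agonists.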
Glioma ERSR ind – ER stress response induction in glioma; hit rate 0.02% among 420,000; Potency, µM, for the others: top-dose activation, actives largely listed as activators; U87-MG GRP78 promoter luciferase reporter, 16 h; AID 602332; further: potency means the concentration at half of the fitted maximal effect; series mostly up to about 76 µM; % of control where 0% means no effect; nearly all actives have a fitted effect of over 35% in size
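Stably transfected U87-MG glioma cells carrying a GRP78-based luciferase sensor; 16 h compound incubation. Luminescence end-point read 10 min after Bright-Glo addition at room temperature.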
* marks the source's active call; other numbers are inactive results; i = inactive; ? = inconclusive; / = not tested or not shown; & = joins results of further samples; [ ] = another dose, or the depositor's remark. Unless noted, the call rests on the fitted dose curve; in most records, active means well fitted curve in the direction sought with a large enough effect; inconclusive means small, poorly fitted or top-dose-only effect, or another doubt; inactive means no such curve, though single readings can be large; an effect the other way counts as inactive or inconclusive. Some of the compounds tested; the hit share may differ from the screen's.

Values run as follows: ERG Ets-DNA blk, LDHA block, RGS4 inh, D2 antag, ALOX12 inh, Vif-APOBEC3G blk, Vif-APOBEC3F blk, D2 ag, Glioma ERSR ind
- CCOC(=O)CC1CCCCN1C(=O)CCCn1nnnc1CN1CCOCC1 (configuration not stated)
    5%, -2, 37%, -6, -2%, 0%, -13%, -0.1, -4%
- CC(=O)Nc1ccc(C(=O)OCC(=O)NCc2ccccc2)cc1
    12%, -4, -17%, 5, -12%, -23%, 10%, 0.6, ?
- COc1ccccc1NC(=O)Cn1c(C)cc(C)c(C#N)c1=O
    3%, 0, 11%, /, -28%, -4%, -4%, -0.3, -2%
- CC(C)(C)S(=O)(=O)N1Cc2cc(CO)cc(CCO)c2[C@H]1CCO
    7%, 4, -7%, /, ?, 2%, -4%, /, 0%
- O=C(COc1ccc(Cl)c(Cl)c1)NC1CCS(=O)(=O)C1 (configuration not stated)
    10%, -2&7, 8%, -7, -10%&0%, -12%, 5%, 0.4, 0%
- COc1ccccc1-n1c(CNC(=O)COc2ccccc2)n[nH]c1=S
    /, 0, 2%, -8, -23%, 0%, -10%, -1.2, -2%
- CN1COc2ccc3ccccc3c2C1
    -5%, 6, 13%, -5, ?, -1%, 2%, -0.5, -3%
- O=C(NCc1ccc2c(c1)OCO2)c1ccc2c(c1)N(Cc1cccc(Cl)c1)C(=O)c1ccccc1S2
    1%, -14, 18%, /, 1%, -1%, 1%, -0.1, -3%
- c1ccc(N2CCN(Cc3ccnc4ccccc34)CC2)cc1
    0%, 4, -38%, -13, 0%, 0%, 2%, 7.0, -6%
- Cc1nn(CCCC(=O)NCc2ccc(F)cc2)c(=O)c2nccn12
    -3%, 1, -16%, 21, 18%, -3%, 6%, 0.0, -1%
- O=C(NCc1ccco1)c1ccc2c(c1)S(=O)(=O)c1ccccc1C2=O
    -4%, 4, -21%, /, -8%, -15%, -5%, /, -2%
- O=C1CN(C(=O)CSc2ccccn2)c2ccccc2N1
    3%, -5, -1%, /, ?, 0%, 2%, /, 0%
- NC(=O)CSc1nc2c(oc3ccccc32)c(=O)n1-c1ccccc1F
    -3%, -1, -7%, /, 0%, -6%, 7%, -0.4, 0%
- CC(C)(C)c1ccc(CCC(CC(=O)O)CC(=O)O)cc1
    0%, -3, -3%[56.9 µM], -6, 25%, 2%, -3%, 0.7, 0%
- COc1ccc(NC(=O)C2C3C=CC(C3)C2C(=O)NCc2ccco2)cc1 (configuration not stated)
    3%, 1, 27%, -14, 0%, 1%, -7%, 0.6, 0%
- COC(=O)c1ccc(CNC(=O)COC(=O)c2cc(Cl)nc(Cl)c2)cc1
    5%, -14, -1%, 10, 0%, 3%, -2%, 1.4, -3%
- CN(CC(=O)Nc1c(Cl)cccc1Cl)C(=O)CNC(=O)C1CCCCC1
    6%, -4, 17%, 19, i, 3%, -11%, -1.0, -4%
- CCNc1nc(NCC)n2c(SCC(=O)NCC3CCCCC3)nnc2n1
    -4%, -9, 8%, 8, 1%, -1%, -4%, -0.3, -3%
- O=Cc1c(NCCc2cccc(F)c2)c2ccccc2[nH]c1=O
    -4%, -3, -46%, -8, 13%, 1%, 12%, 1.0, -1%
- O=C(C1COc2ccccc2O1)N1CCN(Cc2ccc(Br)cc2F)CC1 (configuration not stated)
    7%, -2, -22%, -10, ?, 1%, 15%, -0.7, -6%

More results follow:
Values run as follows: ERG Ets-DNA blk, LDHA block, RGS4 inh, D2 antag, ALOX12 inh, Vif-APOBEC3G blk, Vif-APOBEC3F blk, D2 ag, Glioma ERSR ind
- Cn1c(=O)[nH]c(Nc2ccc(F)cc2)c([N+](=O)[O-])c1=O
    /, ?, 3%, /, 13%, 0%, -21%, /, -4%
- Cc1cc(Br)c2[nH]cc(CCNC(=O)c3ccco3)c2c1
    16%, 0, -5%, 5, -4%, 2%, -5%, -1.2, -1%
- CCOC(=O)CSc1nnnn1-c1cc(OC)ccc1OC
    -5%, -11, 37%, 6, -5%, 1%, -2%, 0.4, -1%
- CCCOc1ccc(C(=O)Nc2ccc(C)cc2[N+](=O)[O-])cc1
    /, -10, 28%, -6, 6%, 3%, -4%, -0.7, -1%
- Brc1ccc2nc(-c3ccccc3)c(Cc3ccsc3)n2c1
    /, 1, /, /, ?, -8%, /, /, 5%
- COc1cccc2cc(C(C)N(CCCN3CCOCC3)C(=S)Nc3cccc(C)c3)oc12 (configuration not stated)
    -8%, -1, 10%, 14, 11%, 1%, 6%, -1.4, -2%
- CCOc1ccc(S(=O)(=O)NCCC(=O)OCC(=O)NC(=O)c2cccn2C)cc1
    2%, 2, -10%, /, -14%, -1%, -2%, /, -4%
- CCOC(=O)c1c(C)[nH]c(C)c1S(=O)(=O)N(C)CC(=O)Nc1ccc(C)cc1Br
    6%, 2, -10%, /, ?, 0%, -3%, -0.5, -1%
- O=c1ccccn1CCOc1ccccc1Cl
    -7%, -7, 13%, /, -6%, -1%, 1%, /, 1%
- Cc1ccnc2c(N3C(=O)C4C5C=CC(C5)C4C3=O)cccc12 (configuration not stated)
    1%, 2, -3%, -13, 70%[activator], 1%, 2%, 0.3, -4%
- CCCCN(C(=O)CCCc1nc2ccccc2c(=O)[nH]1)c1c(N)n(CC(C)C)c(=O)[nH]c1=O
    -13%, 1, -17%, -21, 5%, 0%, -14%, 2.0, -4%
- COc1ccc(NC(=O)CSc2nnc(CNC(=O)c3ccco3)o2)cc1
    -2%, -6, 7%, -2, -1%, 0%, 2%, 1.2, -4%
- COCCN(Cc1ccc(C)c(Br)c1)S(=O)(=O)c1ccc2[nH]c(=O)ccc2c1
    -6%, -2, -2%, /, 0%, -2%, 1%, -0.1, -4%
- CC(C)NC(=O)C1CCN(C2CCN(Cc3cn[nH]c3-c3ccccc3)CC2)CC1
    9%, -6, 1%, 5, -2%, -3%, ?, -0.2, -6%
- Cc1ccc(C(=O)N/C(=C/c2ccccc2)C(=O)NC(Cc2ccccc2)C(=O)O)cc1 (configuration not stated)
    -5%, -3, 1%, 0, -5%, -3%, -12%, 1.0, 1%
- O=C(COC(=O)c1ccc(CO)cc1)Nc1ccc(OC(F)F)cc1
    -2%, -1, 3%, 24, 19%, 1%, -4%, 0.5, -4%
- O=C(CN1CCC(NC(=O)c2ccco2)CC1)Nc1ccccc1C(F)(F)F
    0%, -3, 11%, 50*, -6%, 3%, 0%, -0.1, -2%
- O=S(=O)(c1ccc(F)cc1)N1CCC(Oc2cccc(C(F)(F)F)c2)CC1
    6%, -1, 1%, /, ?, -4%, -4%, 0.7, -4%
- CCC1NC(=O)c2cc3ccccc3cc2-n2c1nc1cc(C)cc(C)c1c2=O (configuration not stated)
    /, 7, /, /, 6%, 1%, -8%, /, -3%
- CCN(CC)CCNS(=O)(=O)c1ccc2[nH]cc(C(=O)O)c(=O)c2c1
    2%, -7, 7%, 12, -6%, 1%, -3%, -0.1, -5%

Following part.
Values run as follows: ERG Ets-DNA blk, LDHA block, RGS4 inh, D2 antag, ALOX12 inh, Vif-APOBEC3G blk, Vif-APOBEC3F blk, D2 ag, Glioma ERSR ind
- CCOc1ccc(C(=O)NCC(c2ccco2)N2CCc3ccccc3C2)cc1 (configuration not stated)
    -2%, -3, -15%, -2, ?, 0%, 3%, 0.1, -2%
- CCOc1ccccc1NCc1cc(=O)oc2cc(C)ccc12
    0%, 2, 15%, -8, -18%, -1%, -30%, -0.1, 3%
- C=CCN(C(=O)C1=NN(C2CCS(=O)(=O)C2)C(=O)CC1)c1nc(-c2ccc([N+](=O)[O-])cc2)cs1 (configuration not stated)
    -10%, -7, -11%, -8, ?, -6%, 4%, 2.8, 4%
- Cc1ccc(CN2[C@@H](CC3CCCCC3)COCCS2(=O)=O)cc1
    -6%, -2, 6%, -20, 0%, -7%&-9%, 0%, -0.6, -4%&2%
- O=C(Nc1ccnn1C1CCN(Cc2ccc(OC(F)F)cc2)CC1)C1CCCC1
    3%, 0, -3%, -6, ?, 9%, -4%, 0.2, -8%
- O=C(N=C1SC2CS(=O)(=O)CC2N1c1ccc(Cl)cc1)C1CCCO1 (configuration not stated)
    -7%, -3, -26%, 17, -2%, 0%, 6%, 0.6, 7%
- CCCC(=O)O/N=C(\c1ccccc1)c1ccncc1
    3%, 2, -15%, -5, 2%, -2%, 4%, 0.3, -12%

Compound profiles, from the list above. Values in the order: ERG Ets-DNA blk	LDHA block	RGS4 inh	D2 antag	ALOX12 inh	Vif-APOBEC3G blk	Vif-APOBEC3F blk	D2 ag	Glioma ERSR ind
Shown for CCOc1ccccc1NCc1cc(=O)oc2cc(C)ccc12 = 0%	2	15%	-8	-18%	-1%	-30%	-0.1	3%
Shown for O=C(Nc1ccnn1C1CCN(Cc2ccc(OC(F)F)cc2)CC1)C1CCCC1 = 3%	0	-3%	-6	?	9%	-4%	0.2	-8%
Shown for C=CCN(C(=O)C1=NN(C2CCS(=O)(=O)C2)C(=O)CC1)c1nc(-c2ccc([N+](=O)[O-])cc2)cs1 (configuration not stated) = -10%	-7	-11%	-8	?	-6%	4%	2.8	4%
